Screens as filed in PubChem BioAssay.
NCI-60 one-dose screen, 48 h, at 10 µM unless noted. Numbers give growth in % (100 = growth as untreated, 0 = no growth, -100 = all killed).
OVCAR-5: OVCAR-5 ovarian cancer; hit rate 2.9% among 82,000
SF-268: SF-268 CNS cancer cells. hit rate 3.1% among 82,000
OVCAR-4: OVCAR-4 ovarian cancer cells; hit rate 3.7% among 80,000; AID 1794784
OVCAR-8: OVCAR-8 ovarian cancer; AID 1794782; hit rate 4.4% among 81,000
PC-3: PC-3 prostate cancer cells; hit rate 3.9% among 80,000; AID 1794754
OVCAR-3: OVCAR-3 ovarian cancer; hit rate 7% among 79,000
SK-OV-3: SK-OV-3 ovarian cancer cells. hit rate 3.2% among 80,000. AID 1794785
DU-145: DU-145 prostate cancer; hit rate 4.2% among 81,000
U251: U251 CNS tumor cells. AID 1794753. hit rate 5.4% among 80,000
* = called active by the depositor; nt = not tested or not shown; & = joins results of further samples. Rule for the calls: active = growth percent below 10; inactive = the rest.

Compound	OVCAR-5	SF-268	OVCAR-4	OVCAR-8	PC-3	OVCAR-3	SK-OV-3	DU-145	U251
Cc1cccc(C)c1NC(=O)c1sc2nc3c(cc2c1N)C(=O)CCC3	98	103	101	98	70	100	23	93	86
COc1c(O)c(O)cc2c3c(oc12)CC(c1ccc2c(c1)OCO2)CC3=O (stereo not given)	116	54	81	63	76	64	90	69	76
O=C(CN1CCN(c2cc3c(cc2F)c(=O)c(C(=O)O)cn3C2CC2)CC1)Nc1ccc(C(=O)/C=C/c2ccc3c(c2)OCO3)cc1	110	105	103	84	94	114	102	113	97
Oc1c(Br)cc(Br)c2ccccc12	98	96	100	98	151	97	106	104	123
COc1cc(-c2nn(C(C)(C)C)cc2-c2ccnc(NCCCNS(=O)(=O)c3ccc(Br)cc3)n2)ccc1Cl	78	45	41	80	39	86	91	63	87
CS(=O)(=O)Nc1ccc(Nc2cc(OC3CCOCC3)c([N+](=O)[O-])cc2Cl)cc1	98	86	83	98	83	99	95	100	89
CCOC(=O)C1=C(O)C(=O)N(Cc2ccccc2)C1	101	99	105	101	102	103	105	112	100
CCCCCC1CCCCN1C(=O)OCCCC (stereo not given)	101	99	103	106	111	104	105	118	104
CCN1C(=O)/C(=N\N=C(/C)c2ccc3c(c2)Nc2ccccc2S3)c2cc(Br)ccc21	79	45	46	58	49	44	85	60	43
O=C(Nc1ccc2c(ccn2Cc2ccc(F)cc2)c1)c1cccnc1	92	79	64	101	84	115	113	83	99
CN1CCN(Cc2ccc(NC(=O)c3cncc(C#Cc4cnc5ccc(OC6CCOCC6)nn45)c3)cc2C(F)(F)F)CC1	-55*	-58*	-54*	-59*	-50*	nt	-74*	-90*	-83*
CCCCCCN1C(=O)/C(=c2\sc3n(c2=O)NC2C(N=3)N(CC)C(=O)N2CC)c2ccccc21 (stereo not given)	101	90	89	93	96	95	103	105	95
COc1ccc(S(=O)(=O)n2cc(C3OC(c4cc(OC)c(OC)c(OC)c4)=NN3C(C)=O)c3ccccc32)cc1 (stereo not given)	91	75	60	87	51	74	102	97	90
O=C(c1ccc(OCCN2CCCCC2)cc1)c1c(-c2ccc(OS(=O)(=O)c3ccc(C(F)(F)F)cc3)cc2)sc2cc(OS(=O)(=O)c3ccc(C(F)(F)F)cc3)ccc12	95	96	92	102	86	97	89	108	93
O=C(CN1CCN(CC(=O)c2ccccc2)CC1)c1ccccc1	101	nt	112	105	101	nt	112	nt	108
O=C(NCCCCNC(=O)OCc1ccc2c(Cl)cc(Cl)c(O)c2n1)OCc1ccc2c(Cl)cc(Cl)c(O)c2n1	39	31	39	11	19	-40*	31	1.8*	9.1*
COc1ccc(OC)c(-c2cc(-c3ccc(Cl)cc3)c(C#N)c(SCC(=O)c3ccccc3)n2)c1	78	91	106	83	83	97	94	82	82
COc1ccc(N2C(=O)NC(c3ccccc3)=CC2c2ccc(Cl)cc2)cc1 (stereo not given)	101	90	82	82	46	79	89	100	90
CCOC(=O)c1c(C)nn(CC(O)c2ccccc2)c1NC(=O)Nc1ccc(F)cc1 (stereo not given)	89	84	83	88	76	98	83	99	91
OCCN1CCN(CC/C=C2/c3ccccc3Sc3ccc(C(F)(F)F)cc32)CC1	82	71	66	88	nt	80	73	83	41
C=C(C)[C@@H]1CC[C@]2(C(=O)NCCCNCCCCN)CC[C@]3(C)[C@H](CC[C@@H]4[C@@]5(C)CCC(=O)C(C)(C)[C@@H]5CC[C@]43C)[C@@H]12	110	93	110	100	94	108	115	104	92
O=C(CCCCCN1CC(=O)N2[C@@H](c3ccc(Br)cc3)c3[nH]c4ccccc4c3C[C@H]2C1=O)NO	102	101	86	76	79	90	89	102	94
Cc1c2ccccc2nc2c1ccc1cccnc12	83	100	52	92	65	-1.8*	116	96	85
COc1ccc(/C=C/C(=O)c2ccc(NC(=O)c3ccccc3CN3C(=O)c4ccccc4C3=O)cc2)c(OC)c1	94	92	82	96	99	96	103	100	100
CC/C(=C(/c1ccc(Cl)cc1)c1ccc(OCCCN(C)C)cc1)c1ccc(Cl)cc1	98	105	108	99	104	109	101	96	95
N#CC1C(=O)NC(=O)C(C#N)C12CCCC(C(F)(F)F)C2 (stereo not given)	101	105	115	108	101	120	107	108	111
Cc1cc2ccccn2c1C(=O)c1ccc(C(=O)c2ccccc2)cc1	88	100	81	88	85	96	111	86	86
Cc1cccc(C)c1NC(=O)Nc1cccc(C#N)c1	106	95	94	103	101	112	98	101	106
CC1(C)NC(=O)NC1=O	102	103	nt	95	107	nt	110	113	111
COc1ccc(OC)c(Nc2nnc(-c3cc(OC)c(OC)c(OC)c3)o2)c1	105	100	99	104	99	112	104	101	105
COc1ccc(-c2cc(=O)[nH]c3c(OC)c4ccccc4c(OC)c23)cc1	36	35	31	33	15	-43*	2.2*	2.3*	24
N#Cc1nc(-c2ccccc2)oc1N1CCC(C2(C(F)(F)F)N=N2)CC1	109	101	96	98	97	nt	96	103	97
O=C1OC(C2COC(c3ccccc3)O2)C(O)=C1O (stereo not given)	104	103	113	84	92	112	104	109	89
Cc1cc(O)cc(=O)o1	91	94	103	106	99	106	110	99	94
Clc1ccc(-c2ccc(-c3ccc(/C=N/NC4=NCCN4)cc3)s2)nc1	109	75	91	99	88	97	nt	97	90
C/C(=N\Nc1ccc(C(=O)O)cc1)c1cnn(-c2cc(=O)[nH]c3ccc(Br)cc23)c1C	110	111	116	105	98	119	96	127	107
C=C(C)c1nc(C#N)c(NCc2ccncc2)o1	114	91	104	107	105	100	100	102	107
COc1ccc2[nH]c(O)c(/C=c3/cc4c(c(-c5ccc(F)cc5)n3)=Nc3ccccc3-4)c2c1	119	79	82	75	85	95	115	77	66
CCO/C=C1\SC(=O)NC1=Nc1cccc(O)c1	102	98	101	101	100	nt	100	106	105
CN(C)CCCNc1nc(-c2cccc(C(Cl)(Cl)Cl)c2)nc(C(Cl)(Cl)Cl)n1	106	106	107	101	98	117	111	112	105

Filtered by structure, the entries above with a COOH group
Compound	OVCAR-5	SF-268	OVCAR-4	OVCAR-8	PC-3	OVCAR-3	SK-OV-3	DU-145	U251
O=C(CN1CCN(c2cc3c(cc2F)c(=O)c(C(=O)O)cn3C2CC2)CC1)Nc1ccc(C(=O)/C=C/c2ccc3c(c2)OCO3)cc1	110	105	103	84	94	114	102	113	97
C/C(=N\Nc1ccc(C(=O)O)cc1)c1cnn(-c2cc(=O)[nH]c3ccc(Br)cc23)c1C	110	111	116	105	98	119	96	127	107

Already shown: entries from further up.
Compound	OVCAR-5	SF-268	OVCAR-4	OVCAR-8	PC-3	OVCAR-3	SK-OV-3	DU-145	U251
O=C1OC(C2COC(c3ccccc3)O2)C(O)=C1O (stereo not given)	104	103	113	84	92	112	104	109	89
Cc1cc(O)cc(=O)o1	91	94	103	106	99	106	110	99	94

The listing continues.
Compound	OVCAR-5	SF-268	OVCAR-4	OVCAR-8	PC-3	OVCAR-3	SK-OV-3	DU-145	U251
CC(C)(C)c1cc(C(C)(C)C)cc(S(=O)(=O)Nc2cccc(C(=O)NCCN)c2)c1	87	93	81	94	81	96	nt	97	79
Nc1c(C(=O)Nc2ccc(Cl)cc2)cnn1-c1ccc(S(N)(=O)=O)cc1	89	105	102	97	105	132	111	102	93
O=C(CCc1nnc2sc(COc3ccccc3)nn12)c1nc2ncccc2[nH]1	98	96	100	99	97	108	95	106	101
O=C(c1ccc(Cl)cc1)C1[C@H](c2ccccc2Cl)[C@@H](c2ccccc2)NC12C(=O)Nc1ccccc12 (stereo not given in full)	-5.2*	2.9*	2.2*	-31*	-3.7*	-15*	23	-13*	-26*
COc1cc(-c2nc3sccn3c2-c2ccnc(SC)n2)ccc1F	95	93	88	94	93	nt	100	97	93
C#CCn1cc(C=C2C(=O)NC(=S)NC2=O)c2cc(Cl)ccc21	57	6.5*	56	12	8.4*	-36*	82	3.0*	3.3*
CCOC(=O)CC1(C)SCCN1C(=O)OCC (stereo not given)	100	106	115	103	104	105	98	113	100
CSc1nc(Nc2ccc(C(C)=O)cc2)c(C#N)c(-c2cccc([N+](=O)[O-])c2)n1	103	109	110	103	98	119	103	108	nt
Cc1cccc2cc3cccc(C)c3nc12	97	107	108	97	107	107	122	107	102
O=C1CSC(c2ccc(Cl)cc2)N1CCc1cccs1 (stereo not given)	97	99	102	97	100	107	102	119	97
CCOC(=O)c1c(C)nc2ccccc2c1/C=C/c1ccc(C(F)(F)F)cc1	89	80	63	69	52	80	75	92	81
CCC(=O)C(CCN(C)C)c1ccccn1 (stereo not given)	106	104	99	108	102	109	107	111	nt
Cc1ccc(NC(=O)c2ccc(CN3CCC(C)CC3)c(C(F)(F)F)c2)cc1Oc1ccc(-c2[nH]nc3ncnc(N)c23)cc1	117	103	101	100	100	111	117	108	100
N#C/C(=C\c1ccc2c(c1)OCO2)C(N)=O	111	100	90	97	81	106	103	104	95
C=CCn1c(-c2nc3ccc(C(=C(C#N)C#N)c4ccccc4)cc3[nH]2)cc2cc(-c3ccc(C(C)=O)cc3)ccc21	94	98	85	93	79	105	102	98	90
Nc1ccccc1Sc1cc(Cl)nnc1Cl	127	109	97	95	99	105	106	115	101
O=C(O)Cc1cc[nH]c1	102	102	122	106	97	nt	98	102	100
CC1CN(S(=O)(=O)c2oc(-c3ccc(Cl)cc3)nc2C#N)CC(C)O1 (stereo not given)	100	111	92	55	90	34	100	98	90
NC1=NC2OC(CO)C(O)C2O1 (stereo not given)	105&106	102&103	108&111	95&104	98&105	114&108	113&104	113&123	101&103
c1ccc2c(c1)CCC2c1cc2ccccc2o1 (stereo not given)	98	96	99	101	86	99	107	105	99
COc1cc(C=NCCN=Cc2cc(OC)c(OC)c(OC)c2)cc(OC)c1OC	101	99	106	109	94	113	104	110	108
Cc1c(N=O)c(-c2ccccc2)n(O)[n+]1[O-]	105	107	98	99	91	105	110	109	95
C/C=C(/C(=O)NC(N)=O)C(C)C	116	87	119	96	105	104	99	105	99
Fc1ccc(N2CCN(/C(=N\c3sc(-c4ccccc4)nc3-c3ccccc3)c3ccccc3)CC2)cc1	106	107	92	95	85	105	92	110	97
Oc1ccc(Cl)cc1CNc1nc2ccccc2[nH]1	99	-40*	nt	43	-5.5*	-74*	87	-51*	55
O=c1[nH]c(=O)n([C@H]2C[C@H](O)C(CO)O2)cc1I (stereo not given in full)	99	98	73	100	67	100	117	109	85
N#Cc1c(-c2ccc(Cl)cc2Cl)c2c(N)nn(-c3ccccc3)c2[nH]c1=O	103	96	106	101	93	103	107	105	98
COC(=O)[C@]12CC[C@@H](C)[C@H](C)[C@@H]1C1=CC[C@@H]3[C@@]4(C)CC(=O)[C@H](O)[C@@]5(C)COC(=C45)C[C@@]3(C)[C@]1(C)CC2	-40*	-67*	-85*	-45*	-32*	-85*	-68*	-86*	-89*
Cn1cc(-c2nnc(-c3ccccc3)s2)c2cc(Br)cnc21	95	92	68	94	85	85	nt	93	92
c1cc(-c2cnn(-c3ccc4cc(OCCN5CCCCC5)ccc4c3)c2)ccn1	105	96	91	85	79	100	90	72	85
COc1ccc(-n2ncn(Cc3nc(-c4ccc(Cl)cc4)n[nH]3)c2=O)cc1	110	103	103	96	77	107	93	99	88
CCOC(=O)C(C)CCc1ccncc1 (stereo not given)	107	103	106	105	96	111	107	116	102

Single entries from the results shown:
Under SF-268, `COc1ccc(-n2ncn(Cc3nc(-c4ccc(Cl)cc4)n[nH]3)c2=O)cc1` is entered as 103
Under OVCAR-5, `Oc1ccc(Cl)cc1CNc1nc2ccccc2[nH]1` is entered as 99
Under SK-OV-3, `O=c1[nH]c(=O)n([C@H]2C[C@H](O)C(CO)O2)cc1I` (stereo not given in full) is entered as 117
Under OVCAR-8, `CCOC(=O)C(C)CCc1ccncc1` (stereo not given) is entered as 105
Under OVCAR-8, `c1cc(-c2cnn(-c3ccc4cc(OCCN5CCCCC5)ccc4c3)c2)ccn1` is entered as 85

New compounds follow
Compound	OVCAR-5	SF-268	OVCAR-4	OVCAR-8	PC-3	OVCAR-3	SK-OV-3	DU-145	U251
CCOC(=O)C1CCN(c2ccc(N3C[C@@H](CNCc4ccc(C(=N)N)cc4)OC3=O)cc2)CC1	94	100	105	101	94	113	104	99	104
Cc1nc2sc(C(=O)Nc3ccncc3)c(N)c2cc1C(C)O (stereo not given)	84	94	101	100	99	114	89	98	93
Cn1ccc2cc(NC(=O)Cn3cc(-c4ccc(F)cc4)nn3)ccc21	129	100	108	104	95	122	92	113	108
Cc1nn(-c2ccccc2)c2nc3c(c(-c4ccc(Cl)cc4)c12)CNC(c1ccc2c(c1)OCO2)N3 (stereo not given)	96	102	93	94	70	114	82	109	85
Cc1cc(N)n(S(=O)(=O)c2oc(-c3ccccc3)nc2C#N)n1	109	103	106	89	100	90	92	103	87
CCCCCN1C(=O)/C(=c2\sc3n(c2=O)NC2C(N=3)N(CC)C(=O)N2CC)c2cc(C)ccc21 (stereo not given)	103	98	101	95	95	nt	88	105	101
COc1cccc(-c2cc(C(=O)Nc3ccc(/C=C/c4ccc(OC5CCN(C)CC5)cc4)cc3)ccc2OC)c1	25	-31*	-57*	-39*	8.5*	-83*	109	-65*	-93*
C#CCOc1ccccc1C(OC(=O)c1cccc(Cl)c1)C(=O)NC(C)(C)C(C)(C)C (stereo not given)	99	80	88	87	56	97	86	101	80
Cc1cc(C(O)(c2ccccc2)C(O)(c2ccccc2)c2ccc(-c3ccccc3)c(C)c2)ccc1-c1ccccc1 (stereo not given)	101	84	91	102	82	100	110	108	81
C=CCNC(N)=O	109	110	108	116	99	127	111	115	57
Cc1ccc(C(=O)N2C/C(=C/c3ccc(F)cc3)C(=O)/C(=C/c3ccc(F)cc3)C2)cc1	110	85	88	91	85	101	92	101	89
